Dynein cargo inh: dynein cargo transport inhibition; 3617.4 mouse cells, GR-EGFP nuclear translocation imaging; test concentration mostly 20 µM; stimulated with dexamethasone, 1 µM; active compounds read low; z-score, hits read low; 220,000 tested, 0.47% active;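 active = plate z-score of nuclear minus cytoplasmic receptor signal below a set negative limit, without overly bright fluorescence or cell loss, cut at about -3.5 in these data, passing the limit was not always enough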;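 note: z-score of nuclear minus cytoplasmic ring GR-EGFP intensity difference per well; some compounds called inactive have numbers as strong as hits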
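Schedule: 48 h induction, then 1 h compound, then 30 min agonist, 37 °C. Buffer or medium: tetracycline-free induction medium containing charcoal-stripped FBS. Reagent: 1.0 µM final dexamethasone stimulus. Evaluation: nuclear versus cytoplasmic GR-EGFP signal, averaged per well. Signal: high-content fluorescence imaging after fixation.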
human PMI inhibition: inhibitors of human PMI, primary screen, biochemical, fluorescence intensity, coupled assay (AID 1209). purified PMI enzyme, coupled fluorescence intensity; higher % means a stronger effect. inhibition, % at 20 µM; hits with a dose series show IC50 in µM. 190,000 tested, 0.42% active; in the data active = inhibition above about 50%;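 note: plate controls were DMSO vehicle for no effect and wells lacking substrate for full effect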
T cell HTS: T cell immune modulators affecting CD8 T cell-vesicle binding. 2C CD8+ T cell-vesicle binding, flow cytometry; active compounds read low. calls only at 7 µM. 330,000 tested, 0.068% active. AID 2052;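 active = response, share of CD8 T cells binding vesicles, and their 90th percentile fluorescence all below set limits, cut at about 80% in these data, passing the limit was not always enough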
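Read-out – percent CD8+ FL2 mean versus row control · System – murine 2C transgenic CD8+ T lymphocytes · Times – 1.5 h cell–vesicle binding at 37 °C, then 20 min icy labelling · Control set – naked vesicles low, QL9 vesicles with vehicle high · Detection – cytometric PE anti-B7-1 and Alexa647 anti-CD8 signals after 1% paraformaldehyde fixation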
Hep lipid drop: hepatic lipid droplet formation modulation. AML12 mouse hepatocytes, oleate lipid droplets, BODIPY imaging. inhibition, % at 6.5 µM. 240,000 tested, 0.4% active;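 active = lipid droplet intensity inhibited by at least 50%, with more than 500 cells counted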
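Material – mouse AML12 hepatocyte cell line, fixed after treatment · Compound dosing – one dose, 6.5 µM compound · Times – compound with oleate, overnight · Measured by – Image-based BODIPY and DAPI two-channel analysis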
Myeloid diff 2: promotes myeloid progenitor differentiation | 360,000 tested, 1% active | calls only at 10 µM | ER-HoxA9 myeloid progenitors, lysozyme-GFP differentiation, flow cytometry;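 active = normalized GFP-positive differentiation at or above the plate's own cutoff, the solvent-only control mean plus 3 SD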;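 note: cells exposed to compound for four days before flow analysis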
TNAP activation fold: human TNAP enzyme activators, primary screen, biochemical, luminescent, no phosphate acceptor, uHTS (AID 1001). purified TNAP, luminescent activation assay, no phosphate acceptor; higher activation fold means a stronger effect. activation fold at 20 µM; hits with a dose series show EC50 in µM. 200,000 tested, 0.03% active; in the data active = activation fold from about 3, or a potency from the dose series; inactive = the rest, 99 in 100 with activation fold below about 1.6; note: many of its hits are not listed in these tables
b-catenin transl: modulators of beta-catenin nuclear translocation; HeLa beta-catenin nuclear translocation, immunofluorescence imaging; nuclear translocation activity, % at 5 µM; 190,000 tested, 0.3% active; AID 1665;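 active = nuclear translocation activity above 50% at 5 µM, with a well cell count of 50 or more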;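 note: per-cell ratio of nuclear to cytoplasmic median beta-catenin stain intensity; plate controls were DMSO negative control for no effect and GSK-3 inhibitor IX positive control for full effect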
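Test system: human HeLa cells, endogenous beta-catenin. Times: 24 h compound exposure, 37°C. Measured by: beta-catenin immunofluorescence imaging with DAPI.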
Ins promoter up: MIN6 insulin promoter up-regulation; MIN6 insulin promoter-GFP reporter, high-content imaging; active compounds read high; 190,000 tested, 0.3% active; z-score at 5 µM;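 active = z-score above 3 at 5 µM with at least 500 cells counted in the well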
MT stabilizer: stabilizes microtubules in HeLa cells; AID 2205; 200,000 tested, 0.83% active; % tubulin-high responders, % at 10 µM; HeLa tubulin immunostaining HCS, 24 h; share of cells brighter than vehicle mean+2SD;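 active = plate Z-score above 3 for both tubulin-high and condensed-nucleus cell shares, with cell loss under 80%, at 10 µM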;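 note: anti alpha tubulin signal scored within the nucleus-defined area of each cell; some results filed as inactive read as strong as hits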
Dynein cargo inh cytoplasmic EGFP: also measured in Dynein cargo inh; calls as there; z-score; measured here: cytoplasmic GR-EGFP intensity; active compounds read high
Dynein cargo inh nuclear GR-EGFP: also measured in Dynein cargo inh; calls as there; z-score; measured here: nuclear GR-EGFP intensity;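 lower value marks the stronger effect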
Dynein cargo inh cell count: also measured in Dynein cargo inh; calls as there; z-score; measured here: cell count per field
Ins promoter up cell count: further read-out of Ins promoter up, marked with its call; cell count; measured here: cytotoxicity, nuclei count;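 total cells summed across four imaged fields per well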
Hep lipid drop cells 6.5 µM: second read-out of Hep lipid drop, no call of its own (marks repeat the call); cell count; measured here: cell count, cytotoxicity flag;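 cells counted across two imaged fields per well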
b-catenin transl cell count 5 µM: recorded beside b-catenin transl, whose call it bears; cell count; measured here: cell count, cytotoxicity flag
T cell HTS vesicle-bound %: second read-out of T cell HTS, no call of its own (marks repeat the call); double positive events, %; measured here: CD8+ vesicle-bound cell fraction;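 binding gate set so that unloaded-vesicle control wells show 10% double positive cells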
MT stabilizer Hoechst-high %: recorded beside MT stabilizer, whose call it bears; % Hoechst-high responders; measured here: nuclear condensation Hoechst responders;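 share of cells brighter than vehicle mean plus two SD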
MT stabilizer cytotoxicity %: further read-out of MT stabilizer, marked with its call; toxicity, %; measured here: cytotoxicity by cell density;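 0% = mean cell density of plate MIN control wells and 100% = no cells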
Myeloid diff 2 GFP+ MAC1+ %: also measured in Myeloid diff 2; calls as there; GFP+ MAC1+ double positive, %; measured here: differentiation confirmed by MAC1 staining
* marks the source's active call; other numbers are inactive results; i = inactive; · = not tested or not shown; + = active, no number. Rows are unselected, and some 3% of all compounds hit somewhere here.

Molecule	Dynein cargo inh	Dynein cargo inh cytoplasmic EGFP	Dynein cargo inh nuclear GR-EGFP	Dynein cargo inh cell count	human PMI inhibition	T cell HTS	T cell HTS vesicle-bound %	Hep lipid drop	Hep lipid drop cells 6.5 µM	Myeloid diff 2	Myeloid diff 2 GFP+ MAC1+ %	TNAP activation fold	b-catenin transl	b-catenin transl cell count 5 µM	Ins promoter up	Ins promoter up cell count	MT stabilizer	MT stabilizer Hoechst-high %	MT stabilizer cytotoxicity %
Cc1cccc(C)c1Nc1c(-c2ccccn2)nc2ccccn12	-0.44	-0.21	-0.45	1.2	-9%	i	10	-5	612	i	0.3	1.4	-4.2	1143	-0.97	628	4.5	1.8	14
CCOc1ccc(-c2cc(C(=O)OC)nc3c2c(=O)n(C)c(=O)n3C)cc1	-0.52	-0.23	0.28	0.15	·	i	26	15	662	i	0.2	·	-0.2	1330	-0.26	1021	·	·	·
COc1ccc(NC(=O)CSc2ccc3c4c(cccc24)C(=O)c2ccccc2-3)cc1	-2.2	2.8	-0.42	0.55	-14%	i	39	·	·	+	4.2*	1	·	·	·	·	15	7.8	18
Cc1ccc(N2CCN(c3cc(C)nc4c5c(C)cc(C)nc5nn34)CC2)cc1	·	·	·	·	-6%	·	·	·	·	·	·	1.1	-3.0	950	0.21	1297	·	·	·
CC1CCN(CCCn2c(=S)[nH]c3ccc(N4CCOCC4)cc3c2=O)CC1	-0.56	-0.12	-0.33	0.052	-4%	i	14	·	·	i	2.4	1	-0.3	1383	-0.31	1524	0.3	1.7	7.7
O=C(CN1C(=O)C2(OCCO2)c2ccccc21)c1ccc(F)cc1	-0.39	-0.13	0.06	-0.52	1%	i	17	·	·	i	0.8	1.2	-2.1	1012	-1.1	1280	4.2	3.5	9.4
N/C(Cc1cccc2ccccc12)=N\OC(=O)c1cccs1	0.3	0.031	0.35	-0.6	1%	i	35	7	679	i	0.3	1	·	·	1.5	1300	2.3	2.4	0.9
Cc1ccc(-c2noc(C3CCN(S(C)(=O)=O)CC3)n2)o1	0.5	-0.19	0.18	-0.57	10%	i	12	·	·	i	8.3	1.1	-7.4	1063	0.12	1197	2.6	1.6	8.9
O=C1NC(=Nc2ccccc2)SC1Cc1cccc(Cl)c1Cl (stereo not drawn)	-0.46	-0.31	-0.48	0.35	6%	i	44	3	577	i	1.1	1.1	3.1	544	0.24	1176	5.2	3.3	7.6
CCCOc1ccc(C2c3c(oc4ccccc4c3=O)C(=O)N2CCN(CC)CC)cc1OC (stereo not drawn)	1.1	-0.025	0.88	0.24	5%	i	46	·	·	i	0.7	1.1	-3.2	936	-0.93	1168	3.3	2.9	15
O=C(C1CCN(S(=O)(=O)Cc2ccccc2)CC1)N1CCN(c2ncccn2)CC1	-0.6	-0.22	-0.085	-0.24	6%	i	48	0	773	i	0.6	1	-1.6	1052	0.13	1263	2.7	1.0	4.6
COc1ccc(N2C(=O)CN(Cc3cc(OC)c(OC)c(OC)c3)C2=S)cc1	-0.61	-0.31	-0.017	0.35	-2%	i	14	5	699	i	0.6	1.1	0.2	1095	-0.02	1303	·	·	·
COc1cccc(C2=Nc3cccc4cccc(c34)N2)c1	0.15	-0.2	0.37	0.13	-24%	i	10	-6	678	i	0.8	0.8	3.2	1078	0.29	1294	3.8	2.7	7.7
CCOC(=O)c1ccc(NC(=O)c2c(NC(=O)CCC(=O)O)sc3c2CCCCC3)cc1	-1.2	-0.14	-0.38	0.74	-44%	i	41	-9	693	i	0.4	1.1	-1.0	987	·	·	2.9	2.0	8.2
CN(C)/C=N/c1cc(=O)n(C)c(=O)n1CC1CC1	0.27	-0.29	0.53	0.47	2%	·	·	7	778	i	1.2	1	·	·	0.29	1161	5.0	1.8	1.4
CCN=C(Nc1ccc2c(c1)OCO2)SC1CC(=O)N(c2ccc(OC)cc2)C1=O (stereo not drawn)	-0.7	-0.23	-0.47	0.29	0%	i	24	-22	708	i	0.4	1.1	-2.8	564	·	·	6.5	1.5	76
O=C(CSc1n[nH]c(=O)[nH]c1=O)c1ccccc1[N+](=O)[O-]	0.81	-0.17	1.5	-0.74	·	i	28	-31	794	i	0.6	·	-0.9	1355	0.25	991	·	·	·
Cc1cc(C(=O)Nc2ccc(N3CCOCC3)cc2)c2ccccc2n1	-0.51	-0.41	-0.43	0.54	6%	i	16	·	·	i	1.0	1.1	2.0	1407	-1.6	1100	3.7	2.3	6.2
CCOC(=O)c1c(CS(=O)(=O)c2ccccc2)n(C)c2cc(Br)c(O)c(CN(C)C)c12	1.9	-0.22	1.2	-1.2	3%	i	44	-19	722	i	0.5	1.1	0.4	853	·	·	5.7	1.4	6.6
O=c1cc(N2CCCCC2)c(-c2ccccc2)nn1Cc1ccccc1Cl	0.1	-0.2	-0.59	-0.5	10%	i	9	·	·	i	0.2	1.1	·	·	·	·	2.0	1.9	6.1
O=C(NC1CCCCC1)C(c1cccs1)N(Cc1cccs1)C(=O)c1ccco1 (stereo not drawn)	-0.75	-0.21	-0.19	0.31	17%	i	15	·	·	i	2.0	1.1	5.2	1323	0.51	1185	5.0	2.8	8.1
COc1ccc(Cn2nnnc2CN(Cc2cc3ccc(C)cc3[nH]c2=O)C2CCCC2)cc1	-1	-0.34	-0.32	0.86	5%	i	25	·	·	i	11	1.1	-2.7	924	-1.3	1118	5.8	3.5	2.2
CC1CN(C(=O)c2nn(C)cc2[N+](=O)[O-])CC(C)O1 (stereo not drawn)	0.24	-0.23	0.43	0.41	2%	i	26	·	·	i	1.0	1.1	-0.2	1421	-0.12	1496	2.5	1.2	4.6
Cc1ccc(NC(=O)Cn2cccc2C2=NC(c3ccccc3)CO2)c(C)c1 (stereo not drawn)	2.4	-0.15	0.73	-1.3	6%	i	54	-12	595	i	0.4	1.1	-2.3	552	-0.36	1337	2.3	1.1	1.2
Cc1cc(C)c[n+](-c2[nH]c(=O)sc2/C=N/NC([S-])=Nc2ccccc2)c1	-0.14	-0.22	0.34	-0.38	10%	i	76	-2	504	i	0.2	0.9	-2.5	1189	-0.19	1612	3.9	3.0	6.3
O=C(COC(=O)c1ccccc1OCc1ccc(Cl)cc1)NC1CC1	1.4	-0.26	0.77	-0.34	0%	i	53	·	·	i	1.0	1.1	-0.9	1355	0.54	1574	4.5	1.3	1.4
Nc1ccc(C(=O)Nc2nc3ccccc3s2)cc1	-0.19	-0.18	0.17	-0.38	16%	i	51	1	691	i	2.3	1.1	-1.8	1149	0.9	1912	4.0	2.2	6.8
CC(C)c1ccc(CNc2ccc([N+](=O)[O-])cn2)cc1	-1.7	-0.12	-0.8	-0.34	30%	i	44	16	724	i	1.5	1.1	-1.1	1076	-1.6	1239	1.7	2.8	3.0
CCC(C)[C@H](NC(=O)Nc1ccc(C(C)=O)cc1)C(=O)OC (stereo partly drawn)	2.8	0.017	2	-0.81	-2%	i	4	·	·	i	0.9	1.1	0.5	1115	·	·	7.4	2.0	5.2
O=C(Nc1cccc([N+](=O)[O-])c1)Nc1cccc([N+](=O)[O-])c1	2.3	-0.098	1.2	-0.82	1%	i	57	-9	674	i	0.1	1.1	-4.9	1123	-1.8	1370	2.4	0.9	5.2
Cc1ccc2ncc([N+](=O)[O-])n2c1	-0.69	-0.00016	-0.58	0.93	2%	i	27	·	·	i	1.2	1.1	·	·	·	·	0.9	1.8	6.5
COc1ccc(/C=C2/C(=O)OCc3cc(OC)c(OC)cc32)cc1	-0.087	-0.031	-0.3	0.47	12%	i	36	5	501	·	·	1	32	460	-0.81	2140	20*	17*	52*
COc1ccc(-c2cc(C(=O)Nc3ccccc3SC)no2)cc1OC	-0.43	-0.21	0.015	0.46	4%	i	26	·	·	i	2.2	1	0.7	805	-0.67	1409	2.0	2.2	3.7
O=C(O)CSCC(=O)NCc1cccc(C(F)(F)F)c1	-0.75	-0.32	-0.39	0.56	0%	i	44	-1	636	i	0.0	1.1	-0.8	1540	0.09	1441	2.6	2.1	7.0
CC(=O)c1ccc(N2CCN(C(=O)c3cc(-c4cccnc4)nc4ccc(Br)cc34)CC2)cc1	-1	-0.14	-0.89	1.7	26%	i	58	28	672	i	0.1	1	0.8	1448	-1.1	1475	4.5	2.6	18
Cn1c(Cn2c(=O)sc3ccccc32)nnc1SCC(=O)N1CCc2ccccc21	0.96	-0.17	0.85	-0.29	-2%	i	61	7	747	i	1.5	1.1	-3.2	1162	0.12	1249	4.4	1.7	12

Screening data from PubChem BioAssay.
